mcGAS MS inh: inhibitors of mouse cGAS; inhibition, % at 12.5 µM; actives 0.18% (n = 130,000); Q8C6L5; recombinant mouse cGAS, cGAMP by RapidFire MS; AID 1259397;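 active means inhibition of cGAS enzyme activity at or above 60%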;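 further: enzyme stimulated by 45 bp dsDNA with ATP and GTP substrates; cGAMP share of summed cGAMP plus half ATP and half GTP signals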
Target sequence (Q8C6L5 whole entry, looked up): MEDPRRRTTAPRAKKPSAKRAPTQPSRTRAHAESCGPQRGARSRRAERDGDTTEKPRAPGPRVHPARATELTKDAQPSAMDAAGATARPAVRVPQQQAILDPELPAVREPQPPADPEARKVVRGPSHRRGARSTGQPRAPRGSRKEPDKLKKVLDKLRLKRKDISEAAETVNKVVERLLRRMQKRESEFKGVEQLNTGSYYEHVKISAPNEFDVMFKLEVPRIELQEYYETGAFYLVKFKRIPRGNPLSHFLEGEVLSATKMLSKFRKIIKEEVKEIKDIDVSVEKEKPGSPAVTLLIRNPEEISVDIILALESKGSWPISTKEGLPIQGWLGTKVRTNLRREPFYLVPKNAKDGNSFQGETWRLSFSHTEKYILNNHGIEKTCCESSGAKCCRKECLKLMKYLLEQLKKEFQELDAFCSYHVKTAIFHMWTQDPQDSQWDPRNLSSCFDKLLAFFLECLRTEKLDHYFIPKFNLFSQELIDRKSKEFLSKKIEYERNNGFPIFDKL
An asterisk follows results filed as active; & = joins results of further samples. An excerpt. The share of hits here may be higher or lower than overall.

SMILES | mcGAS MS inh
COc1ccc(CC(=O)NCCNc2ccc(Nc3cc(C)ccn3)nn2)cc1 | -6
COc1cccc(C2CCCN2C(=O)c2cn(C3CCCCCC3)nn2)c1 (centres undefined) | -6
Cn1ccnc1C(=O)c1cc(=S)[nH]c2ccccc12 | 2
O=C(NOC(=O)c1ccc(F)cc1)c1ccc(OC(F)F)cc1 | -2
O[C@H]1Cc2ccccc2[C@H]1Nc1ncccc1C(F)(F)F | -2
CC(=O)c1sc2nc(CSc3nnnn3Cc3cccs3)[nH]c(=O)c2c1C | -2
O=C(c1ccccc1Nc1cccc(C(F)(F)F)c1)N1CCC1 | -8
CCC1(C)N(O)C(C)(C)C(c2ccccc2)=[N+]1[O-] (centres undefined) | 4
Brc1ccc(C2Nc3cccc4cccc(c34)N2)o1 | -6
COc1cccc(C)c1NC(=O)c1cccc(CN2CCNC(=O)C2)c1 | -6
O=C(Nc1ccc(-c2cscn2)cc1)C1CCCN(C(=O)CCc2cnccn2)C1 (centres undefined) | -8&-5
Cc1ccc(-n2nc3c(c2NC(=O)Cc2cccc4ccccc24)CS(=O)(=O)C3)cc1 | -6
COc1ccccc1CCN1CCCC(CN(C)C(=O)Nc2ccc3c(c2)OCO3)C1 (centres undefined) | -8
COc1cc2c(cc1-c1nc3c(cnn3C)c(=O)[nH]1)OC(C)C2 (centres undefined) | 0
O=C(NC1CCCCC1)C1CCC(=O)N1C1CCCCC1 (centres undefined) | -11
CCn1nc(C(C)C)cc1C(=O)NCc1cccnc1N(C)C | -24
Cc1cccc2ncc(C(=O)N3CC(c4cccnc4)C3)c(=O)n12 | -8
CC(C)CN1CCC(NCc2nncn2C2CCCCC2)CC1 | -17
COc1cc(-c2c(NC(=O)C3CCCCC3)oc3ccccc3c2=O)cc(OC)c1OC | 0
Nc1ncnc(NN=Cc2ccc(C3=CCCC3)s2)c1[N+](=O)[O-] | -1
O=c1[nH]c(-c2ccc(OC(F)F)cc2)nc2sc3c(c12)CCC3 | -9
COc1ccc(OCCN2CCc3ccccc3C2)cc1 | 0
Cc1cc(NC(=O)Nc2ccc(N(C)C)cc2)c2cc(F)cc(F)c2n1 | -12
CCNc1nc(NC(C)C)nc(N(C#N)Cc2ccccc2)n1 | -12
Cc1ccc(NC(=O)NC2(CO)CCCC2)s1 | 54
COc1cccc(CN2CCC2(C)C(=O)NCCc2ccccn2)c1OC (centres undefined) | -4
CC(C)N1CCC1(C)C(=O)Nc1ccccc1F (centres undefined) | -8
CC1(C)CC2=NN(c3ccccc3)P(=O)(Nc3ccccc3)C2=C(N2CCOCC2)C1 (centres undefined) | -27
CN(C(=O)C1CC(=O)N(c2ccccc2)C1)c1ccc(F)c(F)c1 (centres undefined) | -1
COc1cccc(CNc2cccc(C(=O)N3CCSCC3)c2)c1 | -5
Cc1ccc(-n2ncc3c(=O)n(NC(=O)c4ccc(Cl)c([N+](=O)[O-])c4)cnc32)cc1 | -6
CCCCNC(CN1CCCCC1)Oc1ccccc1OC (centres undefined) | -5
CN(C)CCCNC(=O)C(=O)Nc1ccc2c(c1)N(S(=O)(=O)c1cccs1)CCC2 | 4
Cc1ccc(CN2CCCN(C(=O)c3ccc(C(N)=O)nc3)CC2)cc1 | -10
COCCn1c(N/N=C\C(Br)=Cc2ccccc2)nc2c1c(=O)[nH]c(=O)n2C | -2
c1ccc2c(c1)CCN(C1=Nc3cccc4cccc1c34)C2 | -15
CC(C)c1ccc2cc(C(=O)N3CCCC(CCN)C3)[nH]c2c1 (centres undefined) | -7
Cc1ccn2c(=O)c(NC(=O)c3ccccc3C(F)(F)F)c(C)nc2c1 | 3
S=c1[nH]nc(Nc2ccccc2)s1 | -14
OCc1cc(-c2nccc(C3CCCC3)n2)ccc1F | -16
CCOC(=O)c1ccc(NS(=O)(=O)c2cc([N+](=O)[O-])ccc2Cl)cc1 | -4
Oc1ccccc1SC(F)(F)F | -7
Cc1ccc(C(CCN2CCCC2)Oc2cccc(C(=O)N[C@H]3CCOC3=O)c2)o1 (some centres undefined) | -10
Cc1cc(OCC(N)=O)ccc1NC(=O)c1cc(Cl)ccc1OC(C)C | 3
Cn1cccc1/C=N\NC(=O)CSc1nnc(-c2ccccc2)n1-c1ccccc1 | -7
Cc1cc(O)c(Sc2ccccc2)c(=O)o1 | 0
CN(Cc1ncc[nH]1)C(=O)CCN1CCCCO1 | -28
CCOc1cc(CNc2nnnn2C)cc(Br)c1OCc1ccccc1Cl | -18
Cc1cnc(C(=O)N(CC2CCN(CCc3ccccc3C)CC2)C2CCCC2)cn1 | -3
CN(Cc1sc2ccccc2c1Cl)C(=O)Cn1cccnc1=O | -12
O=C(NCCN1CCCC(O)C1)c1cn(Cc2cccc(C(F)(F)F)c2)nn1 (centres undefined) | -3
Cn1ccnc1C(=O)C1CCCN(C(=O)Cn2nnnc2CN2CCCC2)C1 (centres undefined) | -1
CSc1ccc2c(C)cc(N3CCC(O)(Cn4ccnc4)CC3)nc2c1 | -7
COc1cc(C(=O)NCCNc2ccc(Nc3ccncc3)nn2)cc(OC)c1OC | -6
O=C(CCc1nnc(Cc2c[nH]c3ccccc23)o1)NC12CC3CC(CC(C3)C1)C2 | -4
CC1CCN(Cc2nnnn2CC(=O)N2CCC(c3ccncc3)CC2)CC1 | -2
Clc1cc(CNCc2ccco2)cc2c1OCCO2 | -1
CCC(C)NS(=O)(=O)c1ccc(NC(C)=O)cc1 (centres undefined) | -5
COC(=O)c1ccc(S(=O)(=O)Nc2cc(OC)ccc2OC)cc1 | -8
Cc1nc(NCCCCc2ccccc2)c2cnn(C)c2n1 | -7

Later entries.
SMILES | mcGAS MS inh
CN(Cc1ccc(Cl)s1)CC(O)COCc1cccs1 (centres undefined) | -11
CC1(C(=O)NS(=O)(=O)c2cccc(F)c2)CCN1C(=O)CC1CC1 (centres undefined) | -9
COCC(=O)N1C[C@H]2CNC[C@@]2(C(=O)NCCc2ncccc2C)C1 | -18
C=CCn1cc(CN2CCN(c3cccc(OC)c3)C(=O)C2C)c(C)n1 (centres undefined) | -16
COC(=O)c1ccc(NC(=O)c2cc(=O)c(OCc3ccccc3)cn2C)cc1 | -4
CC(=O)Nc1cnc(/C=C\CCCO)cn1 | 2
OCCC1CN(Cc2cccn2-c2ccccn2)CCN1C1CCCC1 (centres undefined) | -2
Cc1c(CN[C@H]2CCN(Cc3ccccc3)C2)c2ccccc2n1CC(N)=O | -13
CC1(C)C2CCC1(C)C(NC(=O)c1ccc(-c3ccncc3)[nH]c1=O)C2 (centres undefined) | 0
CC1(C(=O)NCC2CCCCC2)CCN1Cc1ccc(-c2ccccn2)cc1 (centres undefined) | -11
CCCC(=O)Nc1cc2c(cc1OC)NC(=O)CC2c1cccc2nsnc12 (centres undefined) | -10
COc1cccc(S(=O)(=O)N2CCC3(CC2)NCCNC3=O)c1 | -29
C/C(Cl)=C\COc1cc(C)nc2ccc(Br)cc12 | -9
Cc1cc(C)c(C)c(S(=O)(=O)N2CCN(CN3C(=O)CCSC3=O)CC2)c1C | -1
COc1ccc(-c2c(Cc3ccccc3)[nH]n3c(=O)c4c(nc23)CCC4)cc1 | 0
Cc1cc(C(F)F)c2c(N)c(C(=O)Nc3cc(C)on3)sc2n1 | 1
COCc1ccccc1CNC(=O)Cn1c(=O)oc2cccnc21 | 0
Cc1cc(CNC(=O)c2cccc(C3CCNC3)c2)ccc1F (centres undefined) | -3
CCC(CC(C)CO)Nc1cccc(F)c1C#N (centres undefined) | 10
COC1(c2ccccc2)CCN(S(=O)(=O)NCc2ccccc2)CC1 | -33
CC(=O)c1c(C)[nH]c(C(=O)Cn2cc(C(F)(F)F)ccc2=O)c1C | -1
O=C(Cc1ccccc1Cl)Nc1ccccc1OC(F)F | 1
N#Cc1cccc(/C=C2/COc3ccc(Br)cc3C2=O)c1 | 7
O=C1C(=O)N(C2CCCC2)C(=O)N1CN1CCN(Cc2ccc3c(c2)OCO3)CC1 | -8
Cc1c(C(=O)NCc2ccc(F)cc2)sc(=O)n1Cc1ccccc1 | -5
Cn1ncc2c1CCCC2NC(=O)N1CCN(Cc2ccncc2)CC1 (centres undefined) | -1
COc1cccc2c1C(=O)OC2C[N+](=O)[O-] (centres undefined) | -3
O=c1[nH]cnc2[nH]ncc12 | -8&-4
CCN(CC)C(=O)C1CSCN1C(=O)c1ccc(S(=O)(=O)NC(C)(C)C)o1 (centres undefined) | 0
CCC12CC3CC(O)(C1)CC(c1nc(CN(C)C)no1)(C3)C2 (centres undefined) | 8
Cc1ccc(CN2C(=O)C(C)Sc3ccc(S(C)(=O)=O)cc32)cc1 (centres undefined) | -15
C[N+]([O-])=Cc1ccc(-c2ccccc2)cc1 | -30
OCC(O)C(O)C(O)c1cnc2ccccc2n1 (centres undefined) | 1
Cc1ccc2nc(C)c(C(=O)N3CCN(S(=O)(=O)c4ccccc4)CC3)cc2c1 | -1
CCOC(=O)C1CCN(C(c2ccc(F)cc2)C2Sc3nc(C)nn3C2=O)CC1 (centres undefined) | -7
Cc1nc(Cl)nc(Cl)c1Br | 7
COc1ccc(OC)c(-n2cnnc2Cc2nc(C)cs2)c1 | -12
CC1OC(C)(C)OC1C1CNc2nc(N)[nH]c(=O)c2N1C(=O)c1cccnc1 (centres undefined) | -12
CC(NC(=O)c1ccccc1)C(=O)NN=Cc1ccco1 (centres undefined) | 0
c1ccc(OCCN2CCN(c3ncnc4scc(-c5ccccc5)c34)CC2)cc1 | -2
CCOC(=O)c1c(S(=O)(=O)N(Cc2cccs2)C2CC2)n[nH]c1C | -8
Cc1nc(-n2nc(-c3ccco3)cc2NC(=O)c2ccc(C(F)(F)F)cc2)[nH]c(=O)c1C | -1
CS(=O)(=O)c1ccc(C(=O)N2CCC3(CC2)C(=O)Nc2ccccc23)cc1 | 0
COc1cccc(CC2(CO)CCCN(C(=O)Nc3cccc(C(F)(F)F)c3)C2)c1 (centres undefined) | -6
O=c1[nH]c2cc3ccccc3cc2o1 | -3
O=C(CC1SC(=Nc2ccccc2)N(c2ccccc2)C1=O)Nc1cccc(Cl)c1 (centres undefined) | 19
CC(C)=CC(=O)Nc1cnn(Cc2cn3ccccc3n2)c1 | -8
CC(CCc1ccccc1)NCC(O)c1ccc(O)c(C(N)=O)c1 (centres undefined) | -7&-3&1
Cc1cnc(N2CCC(Oc3cccnc3)CC2)nc1-c1cnn(C)c1 | 14
CCC/C=C/c1cc(NC(C)C)ncn1 | -19
Cc1sc(-n2cccc2)c(C(=O)OCC2CCCCO2)c1C (centres undefined) | -4
COc1c[nH]c(CN2CCCC(CCc3cccc(F)c3)C2)cc1=O (centres undefined) | -19
O=C(CCC1CCCCC1)NC1CCCCC1 | -2
CSC(C)CCN1CCC(OCc2cccnc2)CC1 (centres undefined) | -8
CCOC(=O)C1(NC(=O)CC2CCc3ccccc32)CCC1 (centres undefined) | -4
Cc1cccc(Oc2ncccc2NC(=O)N(C)CC2CC2)c1C | -15
O=C(c1ncncc1Cl)N(Cc1ccc(O)cc1)Cc1ccco1 | -13
Cc1c(C(=O)NCc2ccc3c(c2)OCCO3)sc(=O)n1CCOc1ccc(F)cc1 | -4
Clc1ccc(-c2csc3ncnc(Sc4nnnn4C4CC4)c23)cc1 | -3
COc1ccc(CN(C)S(=O)(=O)NCc2ccccc2)c2cccnc12 | 1

Next compounds follow.
SMILES | mcGAS MS inh
CCN(C(=O)/C=C/c1cnn(C)c1)C12CC3CC(CC(C3)C1)C2 | -28
Cc1cc(C)n(CCCC(=O)N2CCC3(CN(C)C(=O)O3)C2)n1 (centres undefined) | -14
CC(C)C(C)NC(=O)CSc1nnc(NC2CCCCC2)s1 (centres undefined) | -6
CCn1c(=S)n(CN2Cc3c(OC)ccc(OC)c3C(O)C2)c2ccccc21 (centres undefined) | 6
COc1ccc(OC)c(NC(=O)C2(C)CCN2CC(C)C)c1 (centres undefined) | -7
FC(F)(F)c1nc(NCCc2c[nH]c3ccccc23)c2ccccc2n1 | 0
Brc1ccc(-c2nnn(CCOc3ccccc3)n2)cc1 | -5
CCCCn1c(=NC(C)=O)c(C(=O)OCC)cc2c(=O)n3cccc(C)c3nc21 | -5
CC(C)(O)C#Cc1ccc(-c2nccn2-c2ccccc2CCO)cc1 | -8
CN(Cc1cc(=O)n2c3c(sc2n1)CCCC3)C1CCCCC1 | -15

From PubChem BioAssay
